# LGR2 inh – blocks bursicon-induced cAMP signaling via Drosophila LGR2; inhibition, % at 9.99 µM; AID 720647; HEK293 LGR2, CRE-luciferase, bursicon-stimulated, 4 h; 380,000 tested, 0.35% active;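 active = drop in luminescence signal, shown as inhibition above about 50% in the replicate tests, limit read from the data, passing the limit was not always enough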;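 also: agonist challenge used bursicon conditioned medium at about half maximal strength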
# FN deposit inh – fibronectin deposition inhibition | AH1F fibroblasts, Alexa488-fibronectin deposition fluorescence, overnight | inhibition, % at 12.6 µM | 350,000 tested, 0.086% active | AID 743247;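 active = mean inhibition across replicates of 30% or more, regardless of how many single replicates reach that level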;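 also: positive control wells lacked labelled fibronectin entirely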
#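 Measured by – fluorescence 485/525 nm · System – AH1F fibroblast monolayer, labelled fibronectin deposition · Amount – 10000 cells per well · Buffer or medium – serum-reduced DMEM (2% serum) · Doses – single dose, pinned · Also added – fluorescent fibronectin at 24 nM final · Schedule – 1 h cell attachment, overnight exposure to compound and label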
# EWS-Fli inh – EWS/Fli transcriptional activity inhibition | 350,000 tested, 0.67% active | A673 NR0B1-luciferase reporter, viability-normalised | inhibition, % at 12.6 µM;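 active = mean inhibition of at least 50% after viability correction, with every replicate also passing that limit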;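 also: firefly luciferase signal divided by Alamar Blue viability fluorescence both relative to DMSO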
# ERAP1 HTS inh – ERAP1 (human) enzyme inhibition; Q9NZ08; recombinant ERAP1, Leu-AMC fluorescence, 60 min; inhibition, % at 10.7 µM; 340,000 tested, 0.15% active;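 active = mean replicate inhibition of at least 30%, or all replicates individually reaching that 30% level; inactive = mean below 30% and not every replicate reaching it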;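 also: 0% = neutral control wells and 100% = L-leucinethiol positive control wells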
# S100A4 inh HTS – inhibitors of human S100A4 binding to myosin IIA peptide | P26447 | S100A4/TAMRA-MyoIIA peptide fluorescence polarization | inhibition, % at 10.7 µM | 360,000 tested, 0.14% active;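 active = mean inhibition of at least 70% across replicates, with every replicate also reaching that level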
# Target sequence (P26447 whole entry, looked up): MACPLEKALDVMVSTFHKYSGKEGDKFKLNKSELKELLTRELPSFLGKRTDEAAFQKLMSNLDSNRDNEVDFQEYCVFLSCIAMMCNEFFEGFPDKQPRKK
#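 Test system: S100A4 monomer protein; Medium: HEPES pH 7.2 with CaCl2, KCl, NaCl, DTT, Triton; Probe or stimulus: TAMRA-labelled myosin IIA heavy-chain peptide probe, 5 nM; Doses: one dose per compound; Times: polarization read 5 min after assay mix addition, stable 5–60 min; Benchmarks: neutral control DMSO, positive control TFP.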
# PAX8 inh HTS – PAX8 transcriptional activity inhibition. inhibition, % at 12.6 µM. RMG-I TPO-luciferase reporter, SteadyGlo, 24 h. AID 652154. 360,000 tested, 1.2% active;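 active = mean replicate inhibition at least 60% with every replicate also reaching 60%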;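 also: luciferase light reporting Pax8 driven TPO promoter activity; plate controls were median of neutral control wells for no effect and mitoxantrone controls for full effect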
# PGC1a acetyl inh – PGC1a acetylation modulation, inhibitor mode; U2OS PGC1a acetylation, AlphaScreen anti-acetyl-lysine; with virally co-expressed GCN5 acetyltransferase; inhibition, % at 15.6 µM; 350,000 tested, 0.17% active; AID 651687;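 active = every replicate shows inhibition of at least 40%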;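 also: 0% = neutral control wells and 100% = positive control wells; some results beyond the cut were filed as inactive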
# PglD DTNB – PglD (C. jejuni) enzyme inhibition; 360,000 tested, 0.098% active; AID 602405; inhibition, % at 12.5 µM; purified PglD enzyme, DTNB colorimetric CoA detection; in the data active = inhibition above about 16%, passing the limit was not always enough; also: strong numbers were not always called active
# An asterisk follows results filed as active; . = no result given; & = joins results of further samples. Not a hit list, and some 2.1% of all compounds hit somewhere here.
SMILES,LGR2 inh,FN deposit inh,EWS-Fli inh,ERAP1 HTS inh,S100A4 inh HTS,PAX8 inh HTS,PGC1a acetyl inh,PglD DTNB
Cc1noc(C)c1S(=O)(=O)Nc1ccc2c(c1)C(=O)N([C@H](C)CO)C[C@H](C)[C@H](CN(C)C(=O)Nc1ccc3c(c1)OCO3)OCCCC[C@H](C)O2,1,.,-4,-4,9,.,-3,1
C[C@H](CO)N1C[C@H](C)[C@@H](CN(C)C(=O)c2cnccn2)Oc2ncc(C#CCN(C)C)cc2C1=O,1,.,-20,0,-13,-21,-1,-2
O=C(Nc1cccc(-c2cscn2)c1)C1CCN(Cc2ccccn2)CC1,19,3,-5,-2,-7,16,10,1
COCCNc1nc(Oc2ccccc2)c2sccc2n1,-1,.,-4,2,-17,-8,0,2
O=C(Nc1ccncc1)c1ccc(Cl)c(S(=O)(=O)N2CCCCC2)c1,0,4,23,0,2,.,-5,-2
CCN(CC)S(=O)(=O)c1cccc(-c2nc3n(n2)Cc2ccccc2-3)c1,-46,.,-97,-2,4,.,-19,2
O=C(Cc1ccccn1)N[C@H]1CC[C@H](CCNS(=O)(=O)c2cccc(F)c2)O[C@@H]1CO,0,-15,5,0,-1,-5,4,9
CN(C)C(=O)c1cccc(-c2ccc(C3[C@H]4CNC[C@@H]3N4Cc3ccc4c(c3)OCO4)cc2)c1 (some centres undefined),8&-10,-4&-1,-14&4,.,.,-5&11,-4&9,.
CSc1nc(N)nc2c1ncn2CC(=O)N1CCN(c2ccccn2)CC1,-8,2,-4,-3,-2,16,-1,-2
Cc1cccc(N(CC(=O)NCc2ccco2)C(=O)CCC(=O)Nc2ccccn2)c1C,6,-8,-1,0,-5,17,.,-2
Cc1ccc(CNC(=O)COC(=O)CN2C(=O)C3CC=CCC3C2=O)cc1 (centres undefined),-2,-3,7,2,-6,3,.,-7
COc1ccc(OC)c(NC(=O)[C@H]2CC=CC[C@H]2C(=O)O)c1,.,4,.,.,.,0,-43,-3
CN1C(=O)c2cc(NC(=O)c3ccc(F)cc3)ccc2OC[C@H]2O[C@@H](CC(=O)NCC3CCCCC3)CC[C@H]21,-4,-5,11,1,4,16,4,6
CCCS(=O)(=O)c1ccc(COC(=O)c2ccc(NC(C)=O)cc2)cc1,6,3,-9,-2,4,-16,-5,.
OC[C@@H]1[C@H](c2ccccc2)[C@@H](CNCC2CCC2)N1CC1CC1,11,-8,-7,2,-3,6,1,0
COc1ccc(NC(=O)Nc2ccc3c(c2)C(=O)N([C@H](C)CO)C[C@@H](C)[C@H](CN(C)Cc2ccc(Cl)c(Cl)c2)OCCCC[C@H](C)O3)cc1,8,.,0,3,-7,-9,13,1
Cc1noc(C)c1S(=O)(=O)N(C)C[C@@H]1OCCCC[C@@H](C)Oc2ccc(NC(=O)Nc3cccc4ccccc34)cc2C(=O)N([C@H](C)CO)C[C@H]1C,10,.,10,3,-5,24,9,1
C[C@@H]1CN([C@@H](C)CO)C(=O)CCCn2cc(nn2)CO[C@H]1CN(C)S(=O)(=O)c1ccc(Oc2ccccc2)nc1,-19&-14,-4&10,2&0,1&-8,-2&-18,-3,-16&-2,3
C=CCOc1ccc(/C(CC)=N/O)cc1OC,.,5,.,.,.,-26,-5,-2
CC(C)c1cn(CC[C@@H]2CC[C@@H](NS(=O)(=O)c3ccccc3)[C@H](CO)O2)nn1,5,.,4,-3,-7,8,-1,1
Cc1ccc(C(=O)N(Nc2nc3ccccc3s2)C(=O)c2ccc(C)cc2)cc1,9,11,-12,-1,0,46,0,1
C[C@H]1CN([C@@H](C)CO)C(=O)c2cccc(NS(=O)(=O)c3ccc(F)cc3)c2O[C@H]1CN(C)Cc1ccc(C(=O)Nc2ccccc2N)cc1,8,.,-8,2,-5,-10,-7,.
C[C@H](CO)N1C[C@H](C)[C@H](CN(C)C(=O)Nc2cccc3ccccc23)Oc2ccc(NC(=O)NC3CCCCC3)cc2CC1=O,13,.,-5,1,-6,35,0,1
CC12CCC(C(=O)Nc3cc(Cl)ccc3Cl)(C/C1=N\O)C2(C)C (centres undefined),.,-1,.,.,.,5,-23,5
O=C1CC(N2CCN(c3ccccn3)CC2)C(=O)N1c1ccc(F)cc1 (centres undefined),-12,8,-1,0,-3,5,5,-3
O=C(CS(=O)(=O)c1ccccc1)Nc1ccc(N2CCOCC2)cc1,-20,-7,2,3,3,-13,.,.
CCN(CC)CCCn1c2c(c(SCC(=O)Nc3cc(C)cc(C)c3)nc1=O)CCC2,.,3,-2,1,-4,13,.,9
CC(C)OCCCNC(=O)CCCC(=O)Nc1ccc(OCCc2ccccc2)cc1,10,9,6,0,3,-4,-9,-1
Cc1cc(O)c(C(=O)/C=C/c2ccccc2)c(=O)o1,2,-2,-4,-2,-15,-20,.,2
COc1ccc(S(=O)(=O)N[C@@H]2CC[C@@H](CC(=O)N3CCc4ccccc4C3)O[C@@H]2CO)cc1,11,.,7,0,35,13,-27,-3

# Three structures already listed, arranged by length of the SMILES, low to high:
SMILES,LGR2 inh,FN deposit inh,EWS-Fli inh,ERAP1 HTS inh,S100A4 inh HTS,PAX8 inh HTS,PGC1a acetyl inh,PglD DTNB
Cc1cc(O)c(C(=O)/C=C/c2ccccc2)c(=O)o1,2,-2,-4,-2,-15,-20,.,2
O=C1CC(N2CCN(c3ccccn3)CC2)C(=O)N1c1ccc(F)cc1 (centres undefined),-12,8,-1,0,-3,5,5,-3
CCN(CC)CCCn1c2c(c(SCC(=O)Nc3cc(C)cc(C)c3)nc1=O)CCC2,.,3,-2,1,-4,13,.,9

# Record cards (already shown):
# Results for O=C(CS(=O)(=O)c1ccccc1)Nc1ccc(N2CCOCC2)cc1 : LGR2 inh = -20; FN deposit inh = -7; EWS-Fli inh = 2; ERAP1 HTS inh = 3; S100A4 inh HTS = 3; PAX8 inh HTS = -13; PGC1a acetyl inh = .; PglD DTNB = .
# Results for Cc1ccc(C(=O)N(Nc2nc3ccccc3s2)C(=O)c2ccc(C)cc2)cc1 : LGR2 inh = 9; FN deposit inh = 11; EWS-Fli inh = -12; ERAP1 HTS inh = -1; S100A4 inh HTS = 0; PAX8 inh HTS = 46; PGC1a acetyl inh = 0; PglD DTNB = 1

# Reprinted at random: 2 records from the list.
SMILES,LGR2 inh,FN deposit inh,EWS-Fli inh,ERAP1 HTS inh,S100A4 inh HTS,PAX8 inh HTS,PGC1a acetyl inh,PglD DTNB
O=C1CC(N2CCN(c3ccccn3)CC2)C(=O)N1c1ccc(F)cc1 (centres undefined),-12,8,-1,0,-3,5,5,-3
COc1ccc(S(=O)(=O)N[C@@H]2CC[C@@H](CC(=O)N3CCc4ccccc4C3)O[C@@H]2CO)cc1,11,.,7,0,35,13,-27,-3

# Next compounds:
SMILES,LGR2 inh,FN deposit inh,EWS-Fli inh,ERAP1 HTS inh,S100A4 inh HTS,PAX8 inh HTS,PGC1a acetyl inh,PglD DTNB
Cc1cc(C)c(C#N)c(Cl)n1,-9,-4,19,-1,-1,5,.,-7
Cc1nn(-c2cccc(Cl)c2)c(Cl)c1/C=N/NC(=O)c1cccnc1,-40,-5,-2,0,-13,-12,.,.
O=S1(=O)CC(N2CCCC2)CN1Cc1cn(Cc2ccccc2)nn1 (centres undefined),-17,-7,-1,-2,-2,-2,.,.
Cc1noc(C)c1NC(=O)Nc1ccc2c(c1)C(=O)N([C@@H](C)CO)C[C@H](C)[C@H](CN(C)Cc1ccc3c(c1)OCO3)O2,12,.,2,-1,-10,4,1,-3
Cn1c(N=Cc2ccc([N+](=O)[O-])cc2)c(N)c(=O)n(C)c1=O,-12,4,7,-1,-16,8,.,.
COc1cc(CNC(=O)c2cc(C(=O)NCc3cc(OC)cc(OC)c3)n(C)n2)cc(OC)c1,6,8,-12,-2,1,17,3,2
COc1ccccc1NC(=O)CCC(=O)N1CC(C)Oc2ccc(C)cc21 (centres undefined),-11,1,5,3,-9,8,-4,-7
CCN1CCCC1CNC(=O)C(=O)NC1CC1 (centres undefined),6,0,8,-2,-3,-6,.,.
O=C(c1cccc(Cl)c1)N1CCN(c2ccc3c(c2)C2CC3CCN2C(=O)OCc2ccccc2)CC1 (centres undefined),-25,-2,-40,.,-3,-22,-2,3
CCCC1(C(=O)OC)NC(c2ccc(OC)c(OC)c2)C2C(=O)N(c3ccc4c(c3)OCO4)C(=O)C21 (centres undefined),.,0,.,.,.,9,14,-3
CC(C)NC(=O)Nc1ccc2c(c1)CC(=O)N([C@@H](C)CO)C[C@@H](C)[C@@H](CN(C)Cc1ccc(Cl)c(Cl)c1)O2,-3,.,.,0,5,20,5,4
Cc1c(NC(=O)COc2cccc(F)c2)c(=O)n(-c2ccccc2)n1C,4,1,-6,2,-2,-4,8,2
O=C(Nc1ccc2c(c1)[C@@H]1C[C@H](CC(=O)N3CCCCC3)O[C@@H](CO)[C@@H]1O2)Nc1ccccc1F,-4,3,28,1,9,-2,-13,0
O=S(=O)(NCC(c1ccco1)N1CCCCC1)c1ccccc1C(F)(F)F (centres undefined),26,-1,0,-1,-2,-12,.,-9
C[C@@H]1CN([C@@H](C)CO)C(=O)c2cc(NS(=O)(=O)c3ccc(Cl)cc3)ccc2O[C@H]1CN(C)C(=O)Nc1ccc2c(c1)OCO2,4,.,0,2,1,.,-6,2
Cc1cc(C)n(C2CC(=O)N(c3ccc(Cl)c(Cl)c3)C2=O)n1 (centres undefined),.,-4,10,.,-3,3,7,-2
COC(=O)c1cccc(NS(C)(=O)=O)c1,0,-4,14,5,3,17,.,.
CCCCn1c(-c2csc3ccccc23)n[nH]c1=S,5,-6,.,.,.,.,6,1
C[C@@H]1CN([C@@H](C)CO)S(=O)(=O)c2ccc(-c3ccccc3)cc2O[C@H]1CN(C)C(=O)Nc1ccccc1F,-9,-2,10,0,-11,.,-18,-2
CC(C(=O)N1CCc2ccccc21)N1CCN(Cc2ccccc2)CC1 (centres undefined),1,-3,12,-1,-4,15,-2,6
Cc1cccc(N2CCN(C(C(=O)NCc3ccccc3)c3ccc(F)cc3)CC2)c1C (centres undefined),0,8,-4,-3,3,4,.,.
Cc1ccc(NC(=O)CN(C)CC(=O)Nc2cccc(F)c2)cc1S(=O)(=O)N1CCCCCC1,32,2,21,2,3,22,-5,-6
